Screens: PubChem, several laboratories
CCHFV vOTU inh = blocks the CCHF virus ovarian tumor domain protease | CCHFV vOTU protease, Pep-AMC fluorescence | inhibition, % at 11.5 µM | 370,000 compounds, 0.55% hits; further: 0% = vehicle wells with enzyme and 100% = no enzyme wells
Rv3671c inh = inhibits the M. tuberculosis serine protease Rv3671c. 320,000 compounds, 0.048% hits. inhibition, % at 5.96 µM. AID 2606. P9WHR9; in the data active means inhibition above about 38%;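 further: extracellular domain of Rv3671c used as enzyme; 0% = enzyme with DMSO and 100% = no enzyme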
Target sequence (P9WHR9 whole entry, looked up, the tested form may be a part): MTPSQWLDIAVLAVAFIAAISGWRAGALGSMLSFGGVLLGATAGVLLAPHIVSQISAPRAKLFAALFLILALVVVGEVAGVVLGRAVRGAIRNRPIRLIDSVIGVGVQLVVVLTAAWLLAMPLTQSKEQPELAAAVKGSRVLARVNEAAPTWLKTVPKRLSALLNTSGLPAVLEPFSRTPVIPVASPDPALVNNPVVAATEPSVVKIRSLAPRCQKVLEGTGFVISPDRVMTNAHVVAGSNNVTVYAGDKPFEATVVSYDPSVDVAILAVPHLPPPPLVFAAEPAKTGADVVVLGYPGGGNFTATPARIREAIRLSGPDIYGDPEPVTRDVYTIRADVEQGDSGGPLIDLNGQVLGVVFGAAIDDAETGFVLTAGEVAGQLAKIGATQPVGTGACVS
BoNT-F LC inh = blocks Botulinum neurotoxin F light chain protease. Multiplex microsphere protease cleavage assay, flow cytometry. inhibition, % at 10 µM. 360,000 compounds, 0.22% hits. AID 588497; in the data active means inhibition above about 35%, passing the limit was not always enough; inconclusive means no clear call, values can overlap the other calls; further: plate controls were buffer without enzyme for full effect and enzyme alone for no effect
FBA Mtb inh = inhibits M. tuberculosis FBA enzyme; P9WQA3; purified M. tuberculosis FBA, fluorescence read-out; inhibition, % at 1 µM; 360,000 compounds, 2.3% hits; in the data active means inhibition above about 27%;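 further: 0% = vehicle and 100% = reference inhibitor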
Mtb UGM inh = blocks M. tuberculosis UGM enzyme; P9WIQ1; purified UGM, fluorescence polarization probe displacement; inhibition, % at 10 µM; 320,000 compounds, 0.06% hits; AID 504406; in the data active means inhibition above about 10%, passing the limit was not always enough; inconclusive means no clear call, values can overlap the other calls
Target sequence (P9WIQ1 whole entry, looked up): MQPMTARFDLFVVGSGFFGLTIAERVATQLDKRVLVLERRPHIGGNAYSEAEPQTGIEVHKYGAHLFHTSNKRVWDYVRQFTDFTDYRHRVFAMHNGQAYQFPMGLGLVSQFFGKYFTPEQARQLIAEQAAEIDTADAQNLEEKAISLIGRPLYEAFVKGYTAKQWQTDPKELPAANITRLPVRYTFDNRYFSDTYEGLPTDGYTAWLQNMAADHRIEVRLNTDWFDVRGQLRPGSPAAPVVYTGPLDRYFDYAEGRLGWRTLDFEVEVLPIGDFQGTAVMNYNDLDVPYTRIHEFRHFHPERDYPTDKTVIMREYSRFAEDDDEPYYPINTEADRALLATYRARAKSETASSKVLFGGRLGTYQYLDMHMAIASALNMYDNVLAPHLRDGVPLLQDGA
MazEF act = increases E. coli MazEF RNase cleavage of RNA; activation, % at 20 µM; 350,000 compounds, 0.32% hits; AID 504720; FAM/BHQ RNA-DNA oligo cleavage fluorescence, 5 h; in the data active means activation above about 50%
GDH-TPI inh = inhibits GDH-TPI coupling enzymes, artifact for Mtb FBA screen. inhibition, % at 4.8 µM. 360,000 compounds, 1.2% hits. GDH-TPI coupled enzyme counterscreen, NADH absorbance. AID 588335;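 further: 0% = DMSO wells and 100% = wells lacking the enzyme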
FadD28 FP inh = blocks FadD28 binding to the bisubstrate probe; fluorescence polarization; inhibition, % at 12.5 µM; 360,000 compounds, 0.22% hits; in the data active means inhibition above about 8.5%, passing the limit was not always enough; inconclusive means no clear call, values can overlap the other calls
Mtb BioA inh = blocks M. tuberculosis BioA enzyme activity | inhibition, % at 9.99 µM | 360,000 compounds, 0.096% hits | purified M. tuberculosis BioA enzyme, plate reader | AID 602481; in the data active means inhibition above about 40%; inconclusive means no clear call, values can overlap the other calls
VHR inh abs = blocks human VHR1 dual specificity phosphatase; P51452; recombinant VHR phosphatase, pNPP absorbance; inhibition, % at 13.3 µM; 290,000 compounds, 0.52% hits; AID 1654; in the data active means inhibition above about 50%; further: some compounds called inactive have numbers as strong as hits
Target sequence (P51452 whole entry, looked up): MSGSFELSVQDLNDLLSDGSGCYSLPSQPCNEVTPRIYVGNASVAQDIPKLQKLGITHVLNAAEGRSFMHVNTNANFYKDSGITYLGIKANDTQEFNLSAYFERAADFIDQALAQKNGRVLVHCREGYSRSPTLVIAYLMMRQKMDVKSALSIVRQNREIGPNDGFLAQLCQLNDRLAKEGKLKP
* marks the source's active call; other numbers are inactive results; ? = inconclusive; · = no result given. Unless noted, no stated cut-off is given here; in the data, active means inhibition above about 30%; inactive means the rest.

SMILES	CCHFV vOTU inh	Rv3671c inh	BoNT-F LC inh	FBA Mtb inh	Mtb UGM inh	MazEF act	GDH-TPI inh	FadD28 FP inh	Mtb BioA inh	VHR inh abs
CCOc1ccc(OCCCC(=O)Nc2nc3ccccc3[nH]2)cc1	-3	-7	-1	0	0.1	-11	9	-0.2	·	16
Cc1ccc(C(=O)NCC(=O)OCCOc2cccc(Cl)c2)cc1	-2	0	5	2	4.1	-2	3	-2.4	·	·
COc1ccccc1N1CCN(C(=O)c2ccc(CN3CCc4ccccc4C3)cc2)CC1	-2	-6	2	-4	2.1	-9	5	-1.7	1.4	-2
CCC(=O)Nc1ccc(/C(C)=N/NC(=O)c2c(Br)c(C)nn2C)cc1	-18	-1	17	-3	0.5	-2	7	-1.2	-0.4	-1
COc1ccc(N2CCN(C(=O)[C@@H]3CCCN3C3=NS(=O)(=O)c4ccccc43)CC2)cc1	-9	5	3	0	3.3	4	8	-2.0	0.9	·
O=C(COc1ccccc1[N+](=O)[O-])Nc1ccc(N2CCN(C(=O)c3cccs3)CC2)cc1	-2	5	-1	-3	-1.0	0	0	-4.3	·	35
Cc1c(NS(=O)(=O)c2cc(C(=O)NCc3cccnc3)cc(Cl)c2Cl)c(=O)n(-c2ccccc2)n1C	-5	6	·	-1	4.1	-1	-10	-4.5	-1.9	·
O=C(CSCC(=O)NN=Cc1ccccc1O)NN=Cc1ccccc1O	-22	·	-8	2	·	2	21	-0.1	·	·
CC(C)CCNC(=O)C1CCC(CNc2c(N3CCCC3)c(=O)c2=O)CC1 (stereo not drawn)	-14	1	3	-4	0.0	7	0	-1.9	·	-23
COc1ccc(OC)c(COC(=O)c2cccc(S(=O)(=O)N3CCCCC3)c2)c1	-1	-3	·	7	-1.9	-9	0	-1.3	-2.3	·
CN(C(=O)COC(=O)c1cccc(S(=O)(=O)N2CCCCC2)c1)C1CCS(=O)(=O)C1 (stereo not drawn)	6	6	16	-1	-2.8	3	-4	-0.8	·	·
Nc1cc(=O)[nH]c(SCC(=O)Nc2cccc(Cl)c2Cl)n1	12	0	-2	1	0.9	7	3	0.1	·	1
CN1CCN(C(=O)CSc2nc3c(c(=O)n(C)c(=O)n3C)n2C)CC1	-16	5	-21	2	0.6	-11	-4	0.5	-1.3	25
Nc1ncnc2c1ncn2[C@@H]1O[C@H](CCC(=O)NCc2ccccc2)[C@@H](O)[C@H]1O	-13	·	5	0	·	·	·	1.0	0.9	·
Cc1nc(NC(=O)c2ccc(Cl)cc2)sc1Cc1ccc2c(c1)OCO2	-1	0	2	3	0.5	0	7	-0.6	6.4	5
O=S(=O)(c1ccc2ncn(O)c2c1)N1CCOCC1	0	4	-3	0	0.1	-18	-1	-0.5	-0.6	-3
O=C(NCCSc1ccccc1)c1ccccc1	6	-7	·	4	-2.0	-1	3	-2.0	0.0	12
O=C(OCCNc1nc(-c2ccccc2)nc2ccccc12)c1cccnc1	2	-5	-4	0	-2.2	7	11	-4.1	·	18
CN(C)S(=O)(=O)c1cccc(NC(=O)c2cc(=O)[nH]c(=O)[nH]2)c1	17	6	5	-2	-0.1	8	-4	-1.3	0.8	-28
Cc1[nH]c2ccccc2c1C(C#N)(C#N)C1C(=O)c2ccccc2C1=O	-13	-70	-4	-5	-3.4	5	14	18*	-1.3	5
COc1ccccc1OCC(=O)NC1CCCCCC1	12	1	-5	1	1.4	5	5	-2.1	-0.2	14
NC(=O)C1CCN(C(=O)CCSc2ccccc2)CC1	7	1	5	17	-1.2	-3	12	-1.8	-2.7	25
CCN(CC)c1ccc(NC(=O)c2cccc(C)c2OC)c(C)c1	5	0	-4	-2	-3.3	-3	-6	0.2	4.7	-8
O=C(CSc1nncs1)N1CCN(S(=O)(=O)c2ccccc2)CC1	-1	-3	-5	-3	0.3	1	10	-1.6	7.0	11
CCSc1cc(C)nc2c(-c3ccc(Cl)cc3)c(C)nn12	9	3	-4	1	0.5	-22	-1	-3.8	0.4	14

Reprinted from the part before: three compounds, then new ones.
SMILES	CCHFV vOTU inh	Rv3671c inh	BoNT-F LC inh	FBA Mtb inh	Mtb UGM inh	MazEF act	GDH-TPI inh	FadD28 FP inh	Mtb BioA inh	VHR inh abs
CCN(CC)c1ccc(NC(=O)c2cccc(C)c2OC)c(C)c1	5	0	-4	-2	-3.3	-3	-6	0.2	4.7	-8
O=C(CSc1nncs1)N1CCN(S(=O)(=O)c2ccccc2)CC1	-1	-3	-5	-3	0.3	1	10	-1.6	7.0	11
CCSc1cc(C)nc2c(-c3ccc(Cl)cc3)c(C)nn12	9	3	-4	1	0.5	-22	-1	-3.8	0.4	14
CCOC(=O)C(=O)Nc1ccc(OCc2ccccc2)cc1	-15	0	2	0	1.1	4	-6	-2.5	0.7	7
CCCc1cc(=O)[nH]c(SCC(=O)Nc2ccc(OC(F)F)cc2)n1	11	3	-34	2	-4.0	-3	10	-2.0	0.3	13
Cc1ccc(S(=O)(=O)Nc2cccc(CP(=O)(c3ccccc3)c3ccccc3)c2)cc1	5	8	-14	2	-0.3	12	-3	-3.2	·	29
Cc1ccc2c(c1)c1c(n2CC(O)CNC(C)(C)C)CCCC1 (stereo not drawn)	57*	·	-26	5	·	8	4	-0.2	-3.3	0
COc1ccc(F)cc1S(=O)(=O)Nc1cc2c3c(c1)CC(=O)N3CCC2	17	-5	2	-3	-0.7	0	3	-0.6	-1.1	·
COC(=O)CNC(=O)C(Cc1ccccc1)NS(=O)(=O)c1ccc2c(c1)c(=O)n(C)c(=O)n2C (stereo not drawn)	-11	0	-3	2	-1.2	8	-1	-0.8	·	3
Cc1c(Br)c(C(=O)NNC(=O)c2ccc(C(C)(C)C)cc2)nn1C	6	0	4	0	1.4	1	2	-2.0	·	20
COc1ccc2c(c1)[nH]c1c(N3CCSCC3)ncnc12	13	3	32	9	-3.2	6	4	-0.9	9.0	1
Cc1cccn2c(=O)c3cc(C(=O)NCCc4ccccc4)sc3nc12	-8	-3	-8	35*	-1.8	-4	6	-2.0	-1.4	7
O=C(c1cc(F)c(F)cc1Cl)N1CCN(S(=O)(=O)c2cccs2)CC1	-5	·	-6	0	·	6	-2	-2.2	0.5	·
COc1cccc(NS(=O)(=O)c2cc3[nH]c(=O)c(=O)[nH]c3cc2C)c1	4	0	0	-1	4.3	-1	9	-10	-0.6	-1
c1ccc(CN(Cc2ccccc2)Cc2nnc(-c3cc4ccccc4[nH]3)s2)cc1	1	-6	-1	1	4.0	-14	7	-1.9	-4.4	·
CC(C)[C@H]1C(=O)O[C@@H]2CCN3CC=C(COC(=O)[C@](C)(O)[C@]1(C)O)[C@H]23	10	4	-9	0	-0.4	4	-1	-1.6	-0.4	3
O=C(COC(=O)c1ccc(Cl)nc1)Nc1cc(S(=O)(=O)N2CCCCC2)ccc1Cl	-1	-5	-5	2	·	7	-4	-1.6	-1.9	5
CN(C)CCN(C(=O)c1cccc(N2C(=O)CCC2=O)c1)c1nc2ccc(Br)cc2s1	2	7	-13	-1	-0.2	10	-2	-3.4	2.5	10
CC(=O)Nc1ccc(C(=O)OCCC(C)C)cc1	-4	-5	7	4	-0.2	3	7	0.6	1.3	-6
Cn1cnnc1SCC(=O)Nc1ccc(Cl)cc1	-4	0	22	1	-0.9	8	3	-2.4	-1.7	16
Oc1ccccc1-c1cc(-c2ccccc2)no1	15	1	-3	0	0.5	7	8	-4.4	-0.7	-4
CCOC(=O)C1=C(C)NC(C)=C(C(=O)OCC)C1C(=O)OCC(N)=O	-10	6	5	4	-3.3	12	11	-1.3	-0.6	41
Cc1ccc(S(=O)(=O)CCC(=O)OCC(=O)N(C)C2CCS(=O)(=O)C2)cc1 (stereo not drawn)	0	5	6	4	1.5	3	7	-2.0	·	·
CCN(CC(=O)Nc1ccc(OC)cc1)C(=O)COc1cccc2c1OC(C)(C)C2	-2	0	-8	2	4.2	5	2	-1.1	1.4	·
CC(=O)Nc1ccc(S(=O)(=O)Nc2cc([N+](=O)[O-])ccc2C)cc1	0	-7	-3	4	0.8	-2	4	-0.3	·	10
CCC(C)N(C(=O)CSc1ncnc2c1cnn2-c1ccccc1)C1CCS(=O)(=O)C1 (stereo not drawn)	-4	-2	7	-3	1.4	2	4	-3.5	·	·
CC(C)Cc1nc(N2CCCCC2)c(C#N)c2c1CCC2	6	-1	?	-6	-0.4	1	-10	-4.1	0.2	21
Cc1c(C(=O)N2CCCC2)oc2ccc(Br)cc12	8	·	1	2	-1.9	0	-4	·	-0.4	53*

Some values from the entries so far.
Reading for Cc1ccc2c(c1)c1c(n2CC(O)CNC(C)(C)C)CCCC1 (stereo not drawn) under GDH-TPI inh: 4
Reading for COc1cccc(NS(=O)(=O)c2cc3[nH]c(=O)c(=O)[nH]c3cc2C)c1 under BoNT-F LC inh: 0

Next results.
SMILES	CCHFV vOTU inh	Rv3671c inh	BoNT-F LC inh	FBA Mtb inh	Mtb UGM inh	MazEF act	GDH-TPI inh	FadD28 FP inh	Mtb BioA inh	VHR inh abs
Cc1ccsc1C(=O)NNC(=O)C1CC=CCC1C(=O)O (stereo not drawn)	-1	-8	-7	0	-1.1	4	13	-1.1	·	-5
Cc1noc(C)c1S(=O)(=O)Nc1ccc(C(C)C)cc1	8	-1	-1	2	-3.2	6	-2	-2.0	1.3	13
c1ccc(Nc2nc(-c3ccccc3)nc3ccccc23)cc1	2	-34	?	5	-1.9	2	9	-3.5	-0.3	0
CC(NC(=O)c1ccco1)c1cccc2ccccc12 (stereo not drawn)	-4	-9	2	-7	-1.4	8	-1	-4.4	-1.0	-1
CCOc1cc(C(=O)OCc2ccc(OC)cc2)ccc1OCC(=O)N1CCOCC1	0	-3	9	3	-4.3	-5	9	-1.4	-0.1	·
Fc1ccccc1-c1nnc2n1N=C(c1ccc(OC(F)F)c(OCC3CC3)c1)CS2	-13	-11	-9	3	3.8	-2	17	1.1	-1.0	·

Record cards, as listed above. Order of screens: CCHFV vOTU inh, Rv3671c inh, BoNT-F LC inh, FBA Mtb inh, Mtb UGM inh, MazEF act, GDH-TPI inh, FadD28 FP inh, Mtb BioA inh, VHR inh abs
Oc1ccccc1-c1cc(-c2ccccc2)no1 is listed as 15, 1, -3, 0, 0.5, 7, 8, -4.4, -0.7, -4
CN1CCN(C(=O)CSc2nc3c(c(=O)n(C)c(=O)n3C)n2C)CC1 is listed as -16, 5, -21, 2, 0.6, -11, -4, 0.5, -1.3, 25
CC(C)CCNC(=O)C1CCC(CNc2c(N3CCCC3)c(=O)c2=O)CC1 (stereo not drawn) is listed as -14, 1, 3, -4, 0.0, 7, 0, -1.9, ·, -23
Fc1ccccc1-c1nnc2n1N=C(c1ccc(OC(F)F)c(OCC3CC3)c1)CS2 is listed as -13, -11, -9, 3, 3.8, -2, 17, 1.1, -1.0, ·
O=C(CSCC(=O)NN=Cc1ccccc1O)NN=Cc1ccccc1O is listed as -22, ·, -8, 2, ·, 2, 21, -0.1, ·, ·
